Screening data (PubChem BioAssay)
IEC-6 tox: kills IEC-6 intestinal cells in KLF5 counter-screen; IEC-6 cytotoxicity, luminescence viability; inhibition, % at 5 µM; hit rate 0.78% among 290,000; in the data active = inhibition above about 22%;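 note: 0% = plate median of test compound wells and 100% = cytotoxic reference compound wells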
TRPC6 act: activates the mouse TRPC6 cation channel; AID 2550; Q61143; HEK293-TRPC6 membrane potential dye fluorescence; active compounds read high; hit rate 0.13% among 310,000; B-score at 10 µM;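 active = B-score of the integrated fluorescence ratio above library mean plus 3 SD, and starting fluorescence ratio within library mean plus 5 SD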;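 note: higher score means more depolarization so channel activation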
Target sequence (Q61143 whole entry, looked up): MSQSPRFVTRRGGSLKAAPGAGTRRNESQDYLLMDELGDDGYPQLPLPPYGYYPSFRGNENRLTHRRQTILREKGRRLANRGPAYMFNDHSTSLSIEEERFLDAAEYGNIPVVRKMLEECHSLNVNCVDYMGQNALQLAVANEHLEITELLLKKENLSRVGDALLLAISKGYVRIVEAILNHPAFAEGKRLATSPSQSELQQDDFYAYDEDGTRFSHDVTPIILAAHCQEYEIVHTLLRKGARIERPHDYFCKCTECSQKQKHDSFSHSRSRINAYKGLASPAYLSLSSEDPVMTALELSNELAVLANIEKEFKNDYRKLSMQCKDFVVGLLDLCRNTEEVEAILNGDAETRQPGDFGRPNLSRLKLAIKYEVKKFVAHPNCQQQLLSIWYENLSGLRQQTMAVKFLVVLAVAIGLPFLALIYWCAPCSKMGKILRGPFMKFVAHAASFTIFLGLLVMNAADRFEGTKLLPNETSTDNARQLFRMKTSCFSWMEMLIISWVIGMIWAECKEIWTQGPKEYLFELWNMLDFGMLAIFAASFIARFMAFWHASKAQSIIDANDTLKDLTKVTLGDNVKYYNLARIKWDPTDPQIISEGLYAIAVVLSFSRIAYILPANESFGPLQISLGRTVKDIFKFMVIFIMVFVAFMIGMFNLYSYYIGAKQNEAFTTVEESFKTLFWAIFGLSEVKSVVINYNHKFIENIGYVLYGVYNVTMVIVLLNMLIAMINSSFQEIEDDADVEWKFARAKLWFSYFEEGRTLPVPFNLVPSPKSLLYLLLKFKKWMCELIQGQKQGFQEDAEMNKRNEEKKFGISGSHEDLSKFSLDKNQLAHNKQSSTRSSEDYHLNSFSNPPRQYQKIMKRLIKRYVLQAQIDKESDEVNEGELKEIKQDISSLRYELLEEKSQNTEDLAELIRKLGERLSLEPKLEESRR
TRPC4 potent: allosteric potentiators of mouse TRPC4 channel; Q9QUQ5; HEK293 TRPC4beta/mu-opioid, DAMGO EC20, Fluo-4 Ca2+ flux; active compounds read high; B-score at 10 µM; hit rate 0.42% among 310,000; AID 2227;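 active = B-score of calcium response area above 5 SD of library B-scores, with initial fluorescence ratio within 5 SD of library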;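 note: B-score of integrated fluorescence ratio over time as area under calcium response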
MrgX1 antag: human MrgX1 receptor antagonism, primary screen; Q96LB2; MRGX1-HEK293 calcium flux, Fluo-4, BAM8-22 antagonism; active compounds read low; B-score at 10 µM; hit rate 1.3% among 310,000;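 active = calcium-response B-score plate-corrected more than 3 library SD below zero, starting fluorescence within 5 deviations, no agonist response on first addition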;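 note: peak minus trough fluorescence over baseline after final BAM8-22 challenge near maximal dose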
SKKanGAS inh: inhibitors of SKKanGAS S. pyogenes growth in kanamycin (SK-promoter or general growth effect) | BacTiter-Glo, 6 h | inhibition, % at 7.5 µM | hit rate 1.3% among 300,000;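 active = mean replicate score, as percent of positive control median, at least 50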;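 note: strain carries kanamycin resistance gene driven by streptokinase promoter and grows in 40 µg/ml kanamycin; loss of luminescence reflects streptokinase promoter inhibition or plain growth inhibition; 0% = median of DMSO wells and 100% = positive control at its reference dose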
KLF5 inh: suppresses KLF5 promoter-driven expression; DLD-1 KLF5 promoter-luciferase reporter, luminescence; inhibition, % at 5 µM; hit rate 0.23% among 290,000; AID 1700;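 active = inhibition above a per-plate limit of that plate's mean compound inhibition plus 3 SD, cut at about 60% in these data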;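 note: 0% = DMSO wells and 100% = LY294002 at 200 µM; higher means less KLF5 promoter-driven luciferase light; inactives centre near -14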
TRPC6 inhibitor: blocks the mouse TRPC6 cation channel; Q61143; HEK293-TRPC6, membrane potential dye, ACh-evoked depolarization; active compounds read low; B-score at 10 µM; hit rate 1.1% among 310,000; AID 2553;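 active = B-score under library mean minus 3 SD, initial fluorescence not abnormally high, positive integrated signal ratio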;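 note: B-score derived from integrated fluorescence ratio over the kinetic read; more negative B-score means stronger inhibition of depolarization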
aSyn 5UTR inh: 5' untranslated region of α-synuclein, MLPCN primary screen | alpha-synuclein 5'UTR reporter, inhibitor activity | inhibition, % (tested at 7.5 µM) | hit rate 0.82% among 300,000; in the data active = inhibition above about 60%;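 note: H4 neuroglioblastoma cells stably carrying SNCA 5'UTR luciferase fusion; 0% = DMSO wells and 100% = positive control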
TRPC4 block: TRPC4 (mouse) channel inhibition; hit rate 0.39% among 300,000; AID 2247; HEK293 TRPC4beta/mu-opioid, DAMGO-evoked Fluo4 calcium flux; active compounds read low; B-score at 10 µM;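 active = B-score over 3 SD under the library average, no early fluorescence shift, positive overall ratio signal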
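test system = HEK293 cells with stable TRPC4beta plus mu-opioid receptor expression | detection = Fluo4 Ca2+ flux fluorescence | read-out = integrated fluorescence ratio relative to baseline, converted to per-well B score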
TRPC4 act: TRPC4 (mouse) channel activation. AID 2237. hit rate 0.49% among 310,000. Q9QUQ5. B-score at 10 µM. HEK293 TRPC4beta/mu-opioid, Fluo4 calcium fluorescence; active compounds read high;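 active = B-score above 5 SD of library B-scores, and initial fluorescence ratio not above library mean plus 5 SD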;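 note: positive B-score marks a calcium rise read as TRPC4 activation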
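Assay system: HEK293 stable line with TRPC4beta plus mu-opioid receptor; schedule: 45 min room-temperature Fluo4 loading, 110 s read; technique: kinetic Fluo4 calcium fluorescence; evaluation: integrated baseline-normalised fluorescence ratio, converted to per-well B score; controls: buffer (low) and maximal DAMGO (high)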
HIF act: HIF pathway transcriptional activation. activation, % at 7.5 µM (by protocol). hit rate 0.32% among 300,000. U2OS HRE-luciferase reporter, luminescence; normalized: DMSO 0%, desferrioxamine 100%;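 active = mean activation of at least 10% of the iron chelator positive control signal, with at least half of replicates also reaching 10%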
An asterisk follows results filed as active; i = inactive; x = no result given. This is a random part of the collection; 5.8% or so of the library scored in one or more.

SMILES	IEC-6 tox	TRPC6 act	TRPC4 potent	MrgX1 antag	SKKanGAS inh	KLF5 inh	TRPC6 inhibitor	aSyn 5UTR inh	TRPC4 block	TRPC4 act	HIF act
C=CCNC(=O)NC(=O)COC(=O)COc1ccc(Br)cc1F	-3	i	i	i	-14	-46	i	5	i	i	-0.2
CC(C)NC(=O)CC1Nc2c3ccccc3nc(=S)n2C1=O (stereo unspecified)	3	i	i	-5.3*	0	-24	i	-15	i	i	0.0
CCn1c(=O)c2c(cnn2C)c2ccccc21	0	i	i	i	-4	8	i	-4	i	i	-25
CCOC(=O)N/N=C/c1cn(Cc2ccc(Cl)cc2)c2ccccc12	-4	i	i	i	2	-17	i	70*	i	i	-0.1
C=C1CCC[C@]2(C)C[C@H]3OC(=O)C(CN4CCOCC4)[C@H]3C[C@@H]12 (stereo partly specified)	1	i	i	i	-3	5	i	-61	i	i	0.0
Cc1cc(-c2n[nH]c(=S)n2Cc2ccccc2)cs1	7	i	i	i	-5	-29	i	13	i	i	0.0
CCOC(=O)C1=C(C)NC(C)=C(C(=O)OCC)C1C(=O)OCC(N)=O	0	i	i	i	-1	-2	i	32	i	i	0.1
CCOC(=O)N1CCN(C(=O)CNS(=O)(=O)c2c(C)cc(C)cc2C)CC1	4	i	i	i	0	-17	i	14	i	i	1.1
CCN1C(=O)/C(=C2/C=Cc3ccccc3N2CC)SC1=S	1	i	i	i	9	-40	i	-11	i	i	-0.3
CC(C)c1nc(SCC(=O)NCc2ccccc2)n[nH]1	-4	i	i	i	x	-21	i	x	i	i	x
CCOC(=O)c1c(C)[nH]c(C(=O)COC(=O)C2(C)CC2(Cl)Cl)c1C (stereo unspecified)	2	i	i	i	-10	-8	i	-171	i	i	1.5
OCCCNc1cc(-c2ccnc(Nc3cccc(Cl)c3)n2)ccn1	x	i	i	-4.9*	-4	x	i	110*	i	i	-3.1
CC1CN(CCOc2ccccc2C(C)C)CC(C)O1 (stereo unspecified)	2	i	i	i	5	-14	i	7	i	i	-1.0
Cc1ccc(OCCn2ccnc2)c([N+](=O)[O-])c1	4	i	i	i	4	-36	i	-8	i	i	-0.3
C=CCn1c(CCNC(=O)c2cccs2)nnc1SCC(=O)c1cccc([N+](=O)[O-])c1	1	i	i	i	1	-26	i	-6	i	i	-0.4
CCOC(=O)N1CCN(S(=O)(=O)c2cc(Cl)ccc2Cl)CC1	4	i	i	i	6	-7	i	1	i	i	-0.6
Cc1ccc(CNC(=O)CCS(=O)(=O)Cc2ccc(C)cc2)cc1	4	i	i	i	0	-31	i	26	i	i	0.0
CCC(=O)N1CCc2cc(OC)c(OC)cc2C1COc1ccc(OC)cc1 (stereo unspecified)	-3	i	i	i	-5	-13	i	-24	i	i	-0.4
CN(CCC1CCOCC1)Cc1cn[nH]c1-c1ccc(-c2ccccc2)cc1	9	i	i	i	9	-43	i	-49	i	i	0.7
COc1ccc(OCC(=O)N2N=C(C)CC2(O)C(F)(F)F)cc1 (stereo unspecified)	-4	i	i	i	12	-18	i	13	i	i	-0.3
O=C(O)CC1(CC(=O)Nc2ccccc2Br)CCCC1	x	i	i	i	-3	x	i	16	i	i	-1.2
Cc1ccc(CNC(=O)C2CCCN(S(=O)(=O)c3c(C)n[nH]c3C)C2)cc1 (stereo unspecified)	-1	i	i	i	11	-8	i	-5	i	i	0.7
Cc1cccc(C)c1NC(=O)CN(C)CC(=O)Nc1ccccc1Oc1ccccc1	4	i	i	i	2	16	i	2	i	i	-0.3
CCc1cccc(CN2CCC(CNC(=O)Nc3ccc(Cl)cc3)CC2)c1	-4	i	i	i	-1	-13	i	16	i	i	-0.3
Cc1ccc(NC(=O)/C=C/c2cccs2)c([N+](=O)[O-])c1	4	i	i	i	-1	-87	i	-161	i	i	5.4
(more compounds)
SMILES	IEC-6 tox	TRPC6 act	TRPC4 potent	MrgX1 antag	SKKanGAS inh	KLF5 inh	TRPC6 inhibitor	aSyn 5UTR inh	TRPC4 block	TRPC4 act	HIF act
COc1ccccc1NC(=O)C1=C(C)NC2=C(C(=O)CC(c3ccc(OC)c(OC)c3)C2)C1c1coc2ccccc2c1=O (stereo unspecified)	9	i	i	i	19	-2	i	37	i	i	-0.4
Cc1ccc(-c2nc3sc4c(c3c(=O)n2N)CC(C)(C)OC4)cc1	0	i	i	i	-2	-1	i	-30	i	i	1.1
COc1ccc2nc(N(CCN(C)C)C(=O)c3ccc4c(c3)OCCO4)sc2c1	-4	i	i	i	0	-33	-5.1*	-72	i	i	2.5
CCOc1ccc2[nH]c(=O)c(C(c3nnnn3Cc3ccco3)N3CCCC(C)C3)cc2c1 (stereo unspecified)	2	i	i	i	3	2	i	-12	i	i	0.4
CCn1c2ccccc2c2cc(NC(=O)c3ccco3)ccc21	5	i	i	i	-8	-18	i	-38	i	i	0.6
CCOC(=O)c1cnc(-n2cc(C)cn2)nc1Nc1ccccc1OC	5	i	i	i	37	-31	i	7	i	i	-0.4
CCC(=O)OC1(C)C(=O)C2=COC(c3ccc(OC)cc3)=CC2=C(Br)C1=O (stereo unspecified)	x	i	i	i	12	x	i	-4	i	i	1.9
COc1ccccc1NC(=O)CCn1c(=O)sc2ccccc21	3	i	i	i	3	-4	i	26	i	i	0.0
COCCSc1nc(N)c(NC(=O)c2ccco2)c(=O)[nH]1	-5	i	i	i	31	-25	i	1	i	i	0.0
Cc1cc(C)cc(N2C(=O)CC(Sc3nnnn3-c3ccccc3)C2=O)c1 (stereo unspecified)	2	i	i	i	1	-5	i	-12	i	i	1.7
CC(C)Cn1cc(C(=O)NCCCN2CCC(C)CC2)c2c3ccccc3n(C)c2c1=O	x	i	i	i	-7	x	i	-39	i	i	-0.3
CCN(CC(=O)NCc1ccc(Cl)cc1)C(=O)CCC(=O)c1ccc(C)cc1	x	i	i	i	-5	x	i	5	i	i	0.0
Cc1[nH]c2ccccc2c1C(=O)CN1CCN(C/C=C/c2ccccc2)CC1	4	i	i	i	4	-13	i	26	i	i	-1.2
Cc1ccc(C(=O)c2cccc(N)c2)cc1C	2	i	i	i	3	-4	i	82*	i	i	-3.1
CCN(CC)S(=O)(=O)c1ccc(/C=C/C(=O)Nc2ccc(F)cc2F)cc1	1	i	i	i	-8	-10	i	-16	i	i	0.2
CCOc1cc(CN2CCC(n3nccc3NC(=O)C3CC3)CC2)ccc1O	-4	i	i	i	-1	-6	i	-7	i	i	0.6
Cc1ccc2nc(NCc3ccco3)c(C=NCc3ccco3)c(=O)n2c1	-3	i	i	i	-7	-34	i	-61	i	i	x
COCCN(C(=O)CSc1n[nH]c(-c2ccccc2)n1)c1c(N)n(CC(C)C)c(=O)[nH]c1=O	x	i	i	i	16	x	i	4	i	i	0.1
CC(C)=N/N=C1\NC(=O)C(C)S1 (stereo unspecified)	-3	i	i	i	-4	-46	i	7	i	i	0.0
CC(=O)N(Cc1ccc(Br)cc1)c1cccc(C)c1C	-4	i	i	i	11	-34	i	5	i	i	0.1
CCn1c(NC(=O)c2nn(C)cc2Br)nc2ccccc21	-1	i	i	i	-1	15	i	-13	i	i	0.1
CCOC(=O)c1nnc(-c2ccccc2)nc1Oc1ccccc1Cl	-6	i	i	i	0	11	i	1	i	i	0.3
Cc1cccc2c1Sc1ccc(Cl)cc1CC2N1CCNCC1 (stereo unspecified)	x	i	i	i	14	x	-5.1*	104*	i	i	0.6
Cc1cccc(NC(=S)N2CCn3cccc3C2c2cccnc2)c1 (stereo unspecified)	-3	i	i	i	1	-7	i	-9	i	i	1.2
O=C(CN1CCN(c2ccc(O)cc2)CC1)Nc1cc(S(=O)(=O)N2CCCCC2)ccc1Cl	5	i	i	i	9	-17	i	-18	i	i	-0.6

The last 2 records of the part before are carried over, then new ones follow:
SMILES	IEC-6 tox	TRPC6 act	TRPC4 potent	MrgX1 antag	SKKanGAS inh	KLF5 inh	TRPC6 inhibitor	aSyn 5UTR inh	TRPC4 block	TRPC4 act	HIF act
Cc1cccc(NC(=S)N2CCn3cccc3C2c2cccnc2)c1 (stereo unspecified)	-3	i	i	i	1	-7	i	-9	i	i	1.2
O=C(CN1CCN(c2ccc(O)cc2)CC1)Nc1cc(S(=O)(=O)N2CCCCC2)ccc1Cl	5	i	i	i	9	-17	i	-18	i	i	-0.6
CN(C)c1ccc(C2C3CCCc4ccccc4C3=NN2C)cc1 (stereo unspecified)	1	i	i	i	6	-57	i	-134	i	i	5.5
O=C(NC(O)C(=O)c1ccccc1)c1ccccn1 (stereo unspecified)	-1	i	i	i	-4	11	i	-20	i	i	-0.2
CCC(C(=O)OC)n1cnc2c(nnn2-c2cccc(OC)c2)c1=O (stereo unspecified)	-10	i	i	i	4	-26	i	-6	i	i	-0.8
Cc1ccc(C(c2c(C)n(C)n(-c3ccccc3)c2=O)c2c(C)n(C)n(-c3ccccc3)c2=O)s1	6	i	i	i	20	2	i	31	i	i	2.7
COc1ccccc1NS(=O)(=O)c1cccc(C(=O)NN)c1	0	i	i	i	-3	9	i	12	i	i	-0.2
CCc1ccccc1NC(=O)c1cnc2n(c1=O)CCS2	-2	i	i	i	2	10	i	-34	i	i	-0.3
CCN(CC)c1ccc(/C=N/Nc2nc(C)cc(C)n2)c(O)c1	2	i	i	i	2	-6	i	56	i	i	1.8
COc1ccccc1NC(=O)C1=C(C)Nc2ncnn2C1c1ccc(C)o1 (stereo unspecified)	-1	i	i	i	-5	2	i	6	i	i	-0.2
Cn1c(=O)c(C(=O)NCc2ccccc2)c(O)c2ccccc21	6	i	i	i	-8	-60	i	-74	i	i	-0.1
COc1ccc(N2CCN(C(CNS(=O)(=O)c3ccccc3)c3ccccc3)CC2)cc1 (stereo unspecified)	-3	i	i	i	0	11	i	-11	i	i	-0.7
O=C(NC(=S)Nc1ncc(Br)cc1Br)c1ccccc1	-3	i	i	i	-11	-61	i	-153	i	i	1.7
CC1(c2nnc(Cc3ccccc3)o2)CC(c2ccc(C#N)cc2)=NO1 (stereo unspecified)	x	i	i	i	-5	x	i	13	i	i	-0.2
CCOC(=O)CNC(=S)N(Cc1ccccc1)Cc1cccs1	-5	i	i	i	5	-2	i	0	i	i	-1.1
O=C(Nc1ccccc1)OCc1cn(-c2ccc(Cl)cc2)nn1	-3	i	i	i	3	-40	i	-22	i	i	-0.1
CC(CCc1ccccc1)NC(=O)COC(=O)c1ccccc1O (stereo unspecified)	-4	i	i	i	-13	-39	i	-9	i	i	-6.9
Cc1occc1C(=O)Nc1ccccc1C#N	6	i	i	i	-1	-17	i	-1	i	i	-0.2
CCS(=O)(=O)C1=NSC2=NC(=O)/C(=C\c3ccc(OC(=O)c4ccco4)cc3)C(=N)N21	-2	i	i	i	3	10	i	-9	i	i	0.4
Cc1ccc(S(=O)(=O)N2CCCC2C(=O)NCc2ccco2)cc1 (stereo unspecified)	0	i	i	i	-9	-13	i	25	i	i	-0.5
